Kir21 inh: blocks the mouse Kir2.1 inward-rectifier potassium channel; AID 1672; B-score at 10 µM; P35561; 310,000 compounds, 0.85% hits; HEK293-Kir2.1, FluxOR thallium flux fluorescence; stronger effect = lower value;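 active means fluorescence ratio B-score at or below minus 3 SD of library scores, with starting-brightness B-score within 2 SD, cut at about -4.2 in these data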;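 further: channel flux triggered by added potassium and thallium sulfate stimulus; B-score of peak minus minimum fluorescence over baseline after thallium stimulus; more negative B-score means stronger Kir2.1 block with less thallium influx; some compounds called inactive have numbers as strong as hits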
Target sequence (P35561 whole entry, looked up): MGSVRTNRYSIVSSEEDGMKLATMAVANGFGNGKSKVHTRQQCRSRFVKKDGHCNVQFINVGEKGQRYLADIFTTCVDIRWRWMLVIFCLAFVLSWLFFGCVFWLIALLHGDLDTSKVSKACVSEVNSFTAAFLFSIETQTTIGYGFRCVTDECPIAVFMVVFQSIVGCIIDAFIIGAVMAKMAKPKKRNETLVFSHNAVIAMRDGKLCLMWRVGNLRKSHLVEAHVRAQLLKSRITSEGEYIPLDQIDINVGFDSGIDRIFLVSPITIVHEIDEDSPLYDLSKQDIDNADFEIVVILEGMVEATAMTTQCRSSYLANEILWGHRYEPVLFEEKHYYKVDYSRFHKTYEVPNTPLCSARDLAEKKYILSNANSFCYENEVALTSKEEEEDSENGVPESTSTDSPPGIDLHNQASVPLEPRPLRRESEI
KCNQ2 block: KCNQ2 potassium channel inhibitors, primary screen, cell-based, CHO-K1, FluxOR thallium flux, B-score (AID 2156). O88943. 20 min; stronger effect = lower value. 310,000 compounds, 1.1% hits. B-score at 10 µM;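 active means fluorescence ratio B-score at most minus 3 library SDs, with starting brightness B-score within 2 library SDs, cut at about -5.5 in these data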
CHT block: inhibits the human high affinity choline transporter; Q9GZV3; CHT-expressing cells, membrane potential dye, choline response; stronger effect = lower value; B-score at 10 µM; 310,000 compounds, 0.86% hits;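 active means B-score over 3 SD under the library average, and starting fluorescence ratio not unusually high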;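 further: choline stimulus applied at its EC90 after an EC20 pre-addition; B-score computed on integrated fluorescence ratio after choline addition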
Target sequence (Q9GZV3 whole entry, looked up): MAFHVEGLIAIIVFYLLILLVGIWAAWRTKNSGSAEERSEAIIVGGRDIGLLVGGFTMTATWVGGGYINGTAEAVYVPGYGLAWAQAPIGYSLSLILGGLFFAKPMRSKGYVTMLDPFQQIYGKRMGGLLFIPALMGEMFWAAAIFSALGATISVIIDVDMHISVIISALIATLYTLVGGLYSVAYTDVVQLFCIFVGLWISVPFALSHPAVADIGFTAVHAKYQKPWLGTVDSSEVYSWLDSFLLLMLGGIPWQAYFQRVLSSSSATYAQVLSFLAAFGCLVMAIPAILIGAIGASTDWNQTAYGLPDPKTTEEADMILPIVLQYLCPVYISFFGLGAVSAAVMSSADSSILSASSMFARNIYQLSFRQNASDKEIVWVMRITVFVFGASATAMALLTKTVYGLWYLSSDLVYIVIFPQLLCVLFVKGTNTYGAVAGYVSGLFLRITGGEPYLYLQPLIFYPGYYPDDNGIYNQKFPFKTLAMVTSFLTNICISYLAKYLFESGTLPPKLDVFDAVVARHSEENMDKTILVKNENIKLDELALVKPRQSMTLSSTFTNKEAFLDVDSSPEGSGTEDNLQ
Active calls of the source: *; i = inactive; x = not tested or not shown.

mol | KCNQ2 block | Kir21 inh | CHT block
CCOC(=O)c1[nH]ncc1CN1CCCC(C(=O)c2ccc(OC)c(OC)c2)C1 (configuration not stated) | i | -0.1 | i
Cc1ccccc1OCc1nc(-c2ccc(NC(=O)c3ccc4c(c3)OCO4)cc2)no1 | i | 0 | i
CCOc1ccccc1-c1nc(-c2ccc(C)nc2OC)no1 | i | -0.3 | i
c1ccc(C(c2nnnn2C2CCCC2)N2CCCCCC2)nc1 (configuration not stated) | i | -4.4 | i
CCOC(=O)Cc1cc(=O)[nH]c(=O)[nH]1 | i | -1.7 | i
CCOc1ccc(NC(=O)COC(=O)c2cccnc2)cc1 | i | 1.1 | i
CCOC(=O)C1C(c2cc(OC)c(O)c(OC)c2)NC(=S)NC1(O)C(F)(F)F (configuration not stated) | i | -1.4 | i
CNC(=O)C12N=CNN=C1N(C)C(=O)N2C (configuration not stated) | i | 0.11 | i
Cc1nc(NC(=O)c2ccc(-c3cc4ccccc4oc3=O)cc2)ccc1Br | i | 0.83 | i
O=C(Nc1ccncc1)Nc1cccc(C(F)(F)F)c1 | i | 0.24 | i
c1ccc2c(-c3nnc4n3CCCCC4)c[nH]c2c1 | i | -0.04 | i
CC(C)N1C(=S)SC2CS(=O)(=O)C=C21 (configuration not stated) | i | 1 | i
O=C(OCc1nc2ccsc2c(=O)[nH]1)c1cccc(S(=O)(=O)N2CCOCC2)c1 | i | 1.4 | i
COc1cccc(CNc2ccccn2)c1O | i | 0.58 | i
Cc1c(NC(=O)NC2CCCCC2)cccc1[N+](=O)[O-] | i | -1.4 | i
Cc1cc(S(=O)(=O)Nc2ccc(C(=O)NCC(c3ccco3)N3CCCC3)cc2)ccc1F (configuration not stated) | i | 0.27 | i
N#Cc1c(-c2ccccc2)nc(N2CCN(Cc3ccccc3)CC2)[nH]c1=O | i | 0.42 | i
COc1ccc(-n2nnc3c(=O)n(CC(=O)N4CCC(Cc5ccccc5)CC4)cnc32)cc1 | i | 0.15 | i
COc1ccc(/C=C2\Sc3ccc(C(=O)N4CCc5ccccc5C4)cc3N(C)C2=O)cc1 | i | -0.42 | i
Cc1ccc2nc(-c3ccc(NC(=O)CN4C(=O)NC(C)(c5ccc(OC(F)F)cc5)C4=O)cc3)sc2c1 (configuration not stated) | i | -0.7 | i

In a second layout: 5 of the compounds above
Each structure is followed by: KCNQ2 block | Kir21 inh | CHT block
> CC(C)N1C(=S)SC2CS(=O)(=O)C=C21 (configuration not stated)
 : i | 1 | i
> O=C(OCc1nc2ccsc2c(=O)[nH]1)c1cccc(S(=O)(=O)N2CCOCC2)c1
 : i | 1.4 | i
> COc1cccc(CNc2ccccn2)c1O
 : i | 0.58 | i
> Cc1c(NC(=O)NC2CCCCC2)cccc1[N+](=O)[O-]
 : i | -1.4 | i
> Cc1cc(S(=O)(=O)Nc2ccc(C(=O)NCC(c3ccco3)N3CCCC3)cc2)ccc1F (configuration not stated)
 : i | 0.27 | i

The listing continues.
mol | KCNQ2 block | Kir21 inh | CHT block
O=C(O)CCCN=Cc1c(O)c2ccccc2oc1=O | i | -0.01 | i
Cc1cccc(Nc2cnn(C34CC5CC(CC(CC(=O)O)(C5)C3)C4)c(=O)c2Cl)c1 | i | 1.1 | i
CCCCCC(=O)N1CC2(CC)CN(C(=O)CCCCC)CC(CC)(C1)C2=O | i | -0.5 | i
Cc1ccc(OCC(=O)Nc2cccnc2Cl)cc1C | i | 0.9 | i
O=c1c2ccccc2nc(-c2ccco2)n1Cc1ccccc1 | i | 0.58 | i
CC(=O)NCC(=O)NC(C(=O)Nc1ccc2c(c1)OCCO2)c1ccccc1 (configuration not stated) | i | 1.1 | i
Cc1c(C(=O)OC(C)C)sc(NC(=O)C2CCCO2)c1C(=O)OC(C)C (configuration not stated) | i | 2.3 | i
CCC(=O)N(C)CCc1cc2c(c(OC)c1/C=N/NC(=O)c1ccncc1)OCO2 | i | 0.16 | i
Cc1ccc(NS(=O)(=O)c2c(C(=O)N3CCOCC3)c(C)n(C)c2C)cc1 | i | -0.14 | i
CCC(OC(=O)C(NC(=O)c1ccccc1)c1ccccc1)C(=O)Nc1cc(C)on1 (configuration not stated) | i | 0.29 | i
Cc1ccc(NC(=O)C2CCN(S(=O)(=O)c3ccc4c(c3)C(C)(C)C(=O)N4C)CC2)c(C)c1 | i | 0 | i
Cc1ccc(-n2nc3c(=O)n(C(C)C(=O)NC4CC4)nc(C)c3c2C)cc1 (configuration not stated) | i | 0.56 | i
COc1ccc(NS(=O)(=O)c2ccc(N)cc2)nn1 | i | -0.03 | i
CCCCC(=O)N/N=C(C)/C=C/c1ccccc1F | i | -0.28 | x
ON1C(c2ccccc2C(F)(F)F)N(O)[C@H]2CCCC[C@H]21 (some centres not stated) | i | -1.1 | i
CCOc1cc(C(=O)Nc2ccon2)cc(OCC)c1OCC | i | 0.79 | i
CCn1c(SCC(=O)N2CCN(C(=O)c3ccco3)CC2)nnc1C(C)C | i | -0.88 | i
COC(=O)c1ccc(NC(=S)Nc2ccccc2)cc1 | i | -0.04 | i
COCC(C)n1c(SCC(=O)NCCC2=CCCCC2)nc2ccccc2c1=O (configuration not stated) | i | -0.79 | i
CCOC(=O)c1cc(-c2csc(COc3ccccc3)n2)on1 | i | 0.35 | i
CCC(=O)Nc1ccc(C(=O)NNC(=O)c2cccs2)cc1 | i | 1.6 | i
NS(=O)(=O)c1ccc2nc(NC(=O)CS(=O)(=O)c3ccccc3)sc2c1 | i | -0.66 | i
COC(=O)C1=C(NC(=O)c2ccccc2C)CCS1 | i | -1.4 | i
O=C(Nc1ccc2c(c1)OCCO2)N1CCN(c2ccccc2)CC1 | i | 0.58 | i
Cc1cc(OCC(O)CN2CCc3ccccc3C2)cc(C(C)C)c1 (configuration not stated) | i | -13* | i
Cc1cc(C(=O)CSc2nnnn2-c2ccccc2)c(C)n1CC1CCCO1 (configuration not stated) | i | -0.11 | i
CCOc1ccccc1-n1c(=S)sc2c(=O)n(-c3ccc(F)cc3)c(SCC(=O)O)nc21 | i | 0 | i
Cc1cc(C)c(C)c(S(=O)(=O)NCc2ccc(C(=O)N3CCCCC3)cc2)c1C | i | -1.7 | i
Cc1cnc(C(=O)NC(C)CCc2ccccc2)cn1 (configuration not stated) | i | 0.11 | i
CCOC(=O)N1CCC(Nc2c(NCCCN(CC)Cc3ccccc3)c(=O)c2=O)CC1 | i | 1.4 | i
O=C(Nc1ccc2c(c1)OCCO2)c1oc2ccccc2c1NC(=O)C1CC1 | i | 0.07 | i
CCOC(=O)c1cc(-c2ccc(OC)cc2)n(CCC(=O)NCCN2CCC(C)CC2)c1C | i | -1.7 | i
CCCCN1CNC(=S)N(c2cc(C)ccc2C)C1 | i | 1.6 | i
Cc1nn(Cc2cccc(F)c2)c(C)c1NC(=O)c1c(Cl)cnn1C | i | 0 | i
Clc1ccc(NCn2cncn2)nc1 | i | 0.89 | i
O=C(O)C(Cc1c[nH]c2ccccc12)NS(=O)(=O)c1ccc(Cl)c(C(F)(F)F)c1 (configuration not stated) | i | 1.3 | i
C#CCOCCOCCOCCNc1nc(N2CCN(C(=O)[C@H](CCC(=O)O)n3cc(C(N)[C@H](C)CC)nn3)CC2)nc(N2CCN(C(=O)[C@H](Cc3ccc(O)cc3)n3cc(C(N)[C@H](C)CC)nn3)CC2)n1 (some centres not stated) | i | -0.34 | i
CC1CCCC(NC(=O)C2CCC(CNc3c(N4CCCC4)c(=O)c3=O)CC2)C1C (configuration not stated) | i | -1.2 | i
CCCC(=O)Nc1ccc(C(=O)NNC(=O)c2ccco2)cc1 | i | -0.01 | i
COCc1ccc(CN2CCCC(CO)(Cc3cccc(OC)c3)C2)o1 (configuration not stated) | i | -0.64 | i
Cc1cccc(NC(=O)c2cc(Cl)nc3ccccc23)n1 | i | 0.56 | i
CCOC(=O)c1cnn(-c2nc(C)cc(C)n2)c1N | i | 1.3 | i
Cc1ccc(N(CC(=O)NCc2cccnc2)S(C)(=O)=O)cc1C | i | 0.31 | i
Cc1coc2c1c(C)cc1oc(=O)c(CC(=O)NCCCCCC(=O)O)c(C)c12 | i | 1.5 | i
O=C1C=C(c2ccc(Cl)cc2)OC2(CCCC2)O1 | i | -1.2 | i
Cn1c(COc2ccccc2Br)nc2ccccc21 | i | -0.98 | i
Nn1c(SCC(=O)N2CCN(S(=O)(=O)c3ccccc3)CC2)nnc1-c1cccs1 | i | 0.85 | i
COc1ccc(C2SCC(=O)N2c2c(C)n(C)n(-c3ccccc3)c2=O)cc1 (configuration not stated) | i | -0.41 | i
O=C(Nc1cccc2ncccc12)c1ccc([N+](=O)[O-])o1 | i | -0.24 | i
CCCCC1(C)NC(=O)N(CC(=O)Nc2ccc(S(=O)(=O)N3CCOCC3)cc2)C1=O (configuration not stated) | i | -1.1 | i
COC(=O)CCn1nnc(-c2cccs2)n1 | i | 2 | i
COc1ccc(C)cc1Nc1n[n+](-c2ccccc2)c(-c2ccc(OC)c(OC)c2OC)s1 | i | -4.9* | i
O=C1CCCC2=C1C(c1ccccc1)C1C(=O)c3ccccc3C1=N2 (configuration not stated) | i | -0.12 | i
O=C(COc1ccc(Cl)cc1)NC1CC1 | i | 0 | i
COc1cccc(C(=O)N2CCN(S(C)(=O)=O)CC2)c1 | i | 1 | i
CC1CN(c2nnc(NC(=O)c3ccccc3)s2)CC(C)O1 (configuration not stated) | i | 0.86 | i
CCCCN(C(=O)CCNC(=O)NC12CC3CC(CC(C3)C1)C2)c1c(N)n(CCCC)c(=O)[nH]c1=O | i | -0.16 | i
Cc1nc(N2CCN(c3ccccn3)CC2)c2c(C)c(C(=O)Nc3ccc(F)cc3Cl)sc2n1 | i | -0.81 | i
COc1cc(OC)cc(C(=O)N[C@H](C(=O)NC23CC4CC(CC(C4)C2)C3)C(C)C)c1 | i | 0.17 | i
COc1ccc(N2CC(C(=O)Nc3nnc(SCC(=O)NC(C)(C)C)s3)CC2=O)cc1 (configuration not stated) | i | -0.07 | i

Next part
mol | KCNQ2 block | Kir21 inh | CHT block
COCCCNc1nc2cc(OC)c(OC)cc2c2nc(-c3ccccc3)nn12 | i | -0.11 | i
Cc1nn(C)cc1CNC(=O)/C=C/c1cnn(C)c1 | i | 0.98 | i
NC(=O)NC(CC(=O)N1CCc2ccccc2C1)c1ccc(Cl)cc1 (configuration not stated) | i | 1.1 | i
CN1CCN(CCNC(=O)Cn2c(=O)c3cccn3c3ccc(F)cc32)CC1 | i | -2.4 | i
CCCCOc1nc2c(c(=O)n(C)c(=O)n2C)n1C | i | -0.78 | i
CSc1nc(C(C)C)ccc1CNC(=O)CC(C)c1ccccc1 (configuration not stated) | i | 0.87 | i
CCC(C(=O)NCCCN1CCN(C)CC1)n1nc(C)n2c(cc3occc32)c1=O (configuration not stated) | i | -0.96 | i
O=C(COC(=O)c1ccc[nH]c1=O)NCC1CCCO1 (configuration not stated) | i | -0.19 | i
COCc1cc(C)nc(SCC(=O)Nc2cccc(C)c2)c1C#N | i | 1.4 | i
CCOC(=O)c1csc(NC(=O)CSc2nnnn2-c2ccc(OCC)cc2)n1 | i | 0.06 | x
Nc1nnc(SCC(=O)OCC(=O)c2ccccc2)s1 | i | -0.83 | i
Cc1ccc(S(=O)(=O)N(C)c2cc(S(=O)(=O)N3CCC(C)CC3)c(C)cc2C)cc1 | i | -0.22 | i
Clc1cccc(Cl)c1-c1nnc2cccc(Cl)n12 | i | 0.39 | i
Cc1cc2c(OCC(O)CNC(C)(C)C)cccc2[nH]1 (configuration not stated) | i | 0.22 | i
C#CCNC(=O)C1=C[C@@H](C2CC2)C[C@@H](OCCCCO)O1 | i | 0.1 | i
Cc1ccc(S(=O)(=O)NCCC(=O)NCc2ccc3c(c2)OCO3)cc1C | i | -0.06 | i
CCOC(=O)c1c(C)nc2c(c(SC)nn2-c2ccccc2)c1N | i | 0.37 | i
Cc1cc(C)cc(NC(=S)/C(=C(\[O-])c2ccc(Cl)s2)[n+]2cccc(C)c2)c1 | -6* | 0.06 | i
Cc1ccc(NC=C(S(=O)(=O)c2ccccc2)S(=O)(=O)c2ccccc2)cc1 | i | 0.46 | i
CC(=O)c1nnn(-c2c(F)cccc2F)c1C | i | -0.31 | i

Nothing new here: 2 of the compounds above.
mol | KCNQ2 block | Kir21 inh | CHT block
CCOC(=O)c1[nH]ncc1CN1CCCC(C(=O)c2ccc(OC)c(OC)c2)C1 (configuration not stated) | i | -0.1 | i
Cc1ccccc1OCc1nc(-c2ccc(NC(=O)c3ccc4c(c3)OCO4)cc2)no1 | i | 0 | i

Other records follow:
mol | KCNQ2 block | Kir21 inh | CHT block
COc1ccccc1CN(C(=O)CNC(=O)c1ccco1)C(C(=O)NCC1CCCO1)c1ccc(OC)c(OC)c1 (configuration not stated) | i | -0.03 | i
CCOC(=O)N1CCC(NC(=O)CS(=O)(=O)Cc2nc(-c3ccccc3Cl)oc2C)CC1 | i | -0.02 | i
OCCCCc1nccc2c1[nH]c1ccccc12 | i | -1.2 | i
CC(=O)c1cccc(NC(=O)c2cccc(S(=O)(=O)N3CCOCC3)c2)c1 | i | 0.26 | i
CC(C)=CC(=O)NCCc1ccccc1 | i | 0.77 | i
COc1ccc(S(=O)(=O)N2CCC(c3cc(-c4cccc5ccccc45)n[nH]3)CC2)cc1 | i | 0.31 | i
CC(=O)NC(C)C12CC3CC(CC(CC(=O)O)(C3)C1)C2 (configuration not stated) | i | -0.91 | i

Bioassay records from PubChem BioAssay.
